Screens as filed in PubChem.
APP transl inh = inhibitors of APP translation via 5'UTR reporter, primary screen, APP 5'UTR luciferase, SH-SY5Y cells. inhibition, % at 2 µM. SH-SY5Y APP 5'UTR-luciferase reporter, luminescence. 190,000 compounds, 0.82% hits;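 active = inhibition above a set limit, derived from the sample mean plus 3 SD, cut at about 45% in these data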; note: values of inactives mirror those of a sister screen read the other way
G6PDH counter = L. mesenteroides G6PDH inhibitors, counter-screen for G6PDH-coupled screening assays, biochemical, Leuconostoc mesenteroides enzyme. AID 1020, 2008. Purified L. mesenteroides G6PDH, diaphorase/resazurin coupled fluorescence, 45 min. inhibition, % at 5 µM. 200,000 compounds, 0.12% hits. glucose-6-phosphate dehydrogenase [Leuconostoc mesenteroides]; in the data active = inhibition above about 50%
NF-kB neuron act = activators of NF-kB expression in neurons, primary screen, cell-based, HTS; AID 1239, 2008; human neuronal cells, NF-kB reporter expression; hits give high values; fold change at 12.5 µM; 190,000 compounds, 1.6% hits; in the data active = fold change above about 3.3
TLR4 MyD88 comp = inhibitors of TLR4-MyD88 association in cells, primary screen, cell-based, HeLa CL3-4, BLA complementation, FRET ratio; 200,000 compounds, 0.18% hits; AID 861, 2007; inhibition, % at 8.4 µM; Toll-like receptor 4 (Homo sapiens) + Myeloid differentiation primary response protein …; HeLa CL3-4 TLR4/MyD88 BLA complementation; in the data active = inhibition above about 25%;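 note: 0% = vehicle and 100% = reference inhibitor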
Target sequence (O00206 whole entry, looked up): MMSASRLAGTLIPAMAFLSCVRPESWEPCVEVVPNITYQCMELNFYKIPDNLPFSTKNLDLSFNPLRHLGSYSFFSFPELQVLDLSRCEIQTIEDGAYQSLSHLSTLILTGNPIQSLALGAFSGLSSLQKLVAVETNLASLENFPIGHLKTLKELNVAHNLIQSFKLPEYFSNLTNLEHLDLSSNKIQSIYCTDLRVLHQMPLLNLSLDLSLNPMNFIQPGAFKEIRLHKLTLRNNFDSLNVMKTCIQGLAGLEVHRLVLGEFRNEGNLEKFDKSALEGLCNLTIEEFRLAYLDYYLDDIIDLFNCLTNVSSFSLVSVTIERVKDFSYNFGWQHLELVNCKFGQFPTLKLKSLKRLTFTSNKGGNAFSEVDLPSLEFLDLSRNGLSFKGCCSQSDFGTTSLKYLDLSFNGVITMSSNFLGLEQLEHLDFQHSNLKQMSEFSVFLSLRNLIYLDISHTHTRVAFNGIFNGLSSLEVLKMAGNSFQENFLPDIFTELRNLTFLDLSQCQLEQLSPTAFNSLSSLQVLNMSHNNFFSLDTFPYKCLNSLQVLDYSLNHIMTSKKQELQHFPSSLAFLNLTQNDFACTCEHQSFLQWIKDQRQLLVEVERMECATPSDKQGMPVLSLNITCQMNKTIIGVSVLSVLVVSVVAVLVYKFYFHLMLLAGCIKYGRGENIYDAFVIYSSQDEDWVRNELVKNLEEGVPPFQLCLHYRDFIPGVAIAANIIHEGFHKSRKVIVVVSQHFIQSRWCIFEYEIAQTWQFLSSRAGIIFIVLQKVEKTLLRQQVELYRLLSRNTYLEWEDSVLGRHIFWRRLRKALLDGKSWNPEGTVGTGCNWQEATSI
Target sequence (Q99836 whole entry, looked up): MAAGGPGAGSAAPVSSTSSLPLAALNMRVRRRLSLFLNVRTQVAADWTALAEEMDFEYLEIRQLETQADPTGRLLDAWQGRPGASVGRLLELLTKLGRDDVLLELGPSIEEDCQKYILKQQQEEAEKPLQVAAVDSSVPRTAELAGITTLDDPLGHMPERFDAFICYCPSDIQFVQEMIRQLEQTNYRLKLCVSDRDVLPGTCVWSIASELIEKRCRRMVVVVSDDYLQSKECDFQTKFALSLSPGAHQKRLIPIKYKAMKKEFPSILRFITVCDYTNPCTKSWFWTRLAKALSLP
FLuc stim CS = FLuc activators, initial screening, artefact control for FLuc-dependent activation tests, biochemical, ATPlite luminescence | ATPlite luciferase biochemical, 10 min; 0 = ATP-free wells, 1 = DMSO control | activation factor at 10 µM | 200,000 tested, under 10 active | AID 1027, 2008;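 active = luciferase activation factor, scaled between plate controls, of at least 2 with compound at 10 µM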
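Assay system – cell-free luciferase reagent · Medium – PBS-based ATP solution · Dosing – test compounds dosed from 2 mM stocks in 100% DMSO · Timing – 10 min, room temperature · Technique – light output (luminescence) · Measure – luminescence gain marking luciferase activators · Controls – No-ATP low control, compound-free enzyme-plus-ATP high control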
FLuc inh counter = firefly luciferase enzyme inhibitors, primary screen, artefact control for luciferase-based inhibitor screens, biochemical, luminescence, ATPLite; inhibition, % at 10 µM; 10 min; Luciferin 4-monooxygenase (Photinus pyralis), P08659; AID 1006, 2008; 200,000 compounds, 1.5% hits;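 active = inhibition above about 50% when tested at 10 µM, limit read from the data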
Diaph act CS = compounds boosting diaphorase resazurin reduction – biochemical, uHTS, resorufin fluorescence, counter-screen for diaphorase-coupled primary assays, primary screen. Diaphorase/resazurin coupled assay, 16 min; hits give high values; 1 = vehicle wells, 0 = NADH-free wells. activation factor at 20 µM. 190,000 compounds, 0.005% hits;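 active = diaphorase activity raised at least twofold by the compound at 20 µM; inactive = activation factor below 2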
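Material: purified diaphorase enzyme from Clostridium kluyveri; Also added: 0.114 mM NADH and 0.1 mM resazurin, final amounts; Doses: single compound dose of 20 µM, 1% DMSO final; Times: 16 min enzyme reaction, ambient temperature; Detection: resorufin fluorescence, excitation 544 nm, emission 590 nm; Measure: increased resorufin signal from activators or reducing compounds.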
APP 5'UTR act = activators of APP 5'UTR luciferase reporter, primary screen, SH-SY5Y cells. SH-SY5Y APP 5'UTR luciferase reporter, luminescence; zero percent = DMSO vehicle wells. activation, % at 2 µM. 190,000 compounds, 1% hits;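 active = activation above a set limit, based on mean plus 3 SD of controls, cut at about 140% in these data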; note: values of inactives mirror those of a sister screen read the other way
STAT1 act = STAT1 signaling activators, primary screen, cell-based, HTS, luciferase reporter; NIH 3T3 STAT1-luciferase reporter, IFN-gamma, luminescence; 100% = IFN-gamma alone, no compound; activation (% of control), % at 5.5 µM; 200,000 compounds, 2.6% hits; AID 932, 2007;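 active = activation above the screen-wide mean activation plus 3 SD, cut at about 130% in these data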;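 note: raw ratio to IFN-gamma control signal so 100% means no change and 0% no light; values of inactives mirror those of a sister screen read the other way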
Diaph inh CS = diaphorase inhibitors and chemical oxidizers, primary screen, counter-screen for diaphorase-coupled primary assays, biochemical, uHTS, resorufin fluorescence; 190,000 compounds, 0.69% hits; inhibition, % at 20 µM; diaphorase resazurin-to-resorufin fluorescence, NADH, 16 min; bacterial (C. kluyveri) enzyme, not human;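 active = primary screen inhibition at 20 µM above a set limit, cut at about 50% in these data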;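 note: plate controls were DMSO with full reaction for no effect and wells lacking NADH for full effect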
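Assay system – diaphorase enzyme from Clostridium kluyveri · Amount – diaphorase 0.14 U/mL (working solution) · Times – reaction incubation of 16 min at room temperature · Controls – No-NADH positive control and DMSO neutral control · Signal – resorufin fluorescence 544/590 nm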
The depositor's hits bear a star; nt = no result given.

SMILES	APP transl inh	G6PDH counter	NF-kB neuron act	TLR4 MyD88 comp	FLuc stim CS	FLuc inh counter	Diaph act CS	APP 5'UTR act	STAT1 act	Diaph inh CS
CCCC(C)C(=O)Nc1ccc(C(N)=O)cc1 (stereo not drawn)	10	-20	1.2	-11	1.1	-9	0.9	-10	107	9
COc1ccc(C(=O)C2CCCN(Cc3cn(C)nc3-c3ccccc3)C2)cc1F (stereo not drawn)	16	9	1.3	8	1.1	-7	0.7	-15	98	28
COc1cc(N/C(N)=N/c2nc(C)cc(C)n2)c(OC)cc1Cl	-19	9	0.64	-4	1.1	-8	1	19	86	-2
CCN(CC)S(=O)(=O)c1ccc(N2CCOCC2)c(NC(=O)COc2ccccc2)c1	-6	3	0.77	-2	1	-1	0.9	6	94	7
Cc1ccc(S(=O)(=O)N(C)c2ccc(C(=O)O)cc2)cc1	-1	3	1.1	4	1	-4	0.8	1	97	19
COc1ccc(-n2c(=O)c3ccccc3c3ccccc3c2=O)cc1	-11	-8	0.98	-2	1.1	-6	0.8	11	96	15
O=C(COC(=O)CCSc1ccc(Cl)cc1)NCc1ccco1	-30	3	1	-8	1	-2	1	30	109	-4
CCOC(=O)c1c(C)[nH]c(C)c1C(=O)COC(=O)/C=C/c1cccc(C(F)(F)F)c1	-27	8	0.7	-9	1	-2	0.7	27	97	28
O=C(NCc1ccc2c(c1)OCO2)c1cnc2ccccn2c1=O	-8	-12	1.1	-6	1	-5	0.9	8	104	11
COc1ccc(CC(=O)Nc2nc3ccccc3s2)cc1S(=O)(=O)N1CCOCC1	-15	1	3.2	12	1	-2	0.8	15	93	21
CCc1nnc(NC(=O)CSc2nnc(-c3c[nH]c4ccccc34)n2CC)s1	3	1	1.1	4	1	-4	0.8	-3	114	17
CCCCN(C)c1nc(-c2ccco2)c2c(c1C#N)CC(C)(C)OC2	6	8	1.2	-2	1	-2	0.7	-6	100	28
COc1cc(/C=C(/C#N)c2ccc(C)cc2)ccc1Oc1ccc([N+](=O)[O-])cn1	-6	-29	0.61	-17	1	-2	0.8	5	93	17
O=C(NNS(=O)(=O)c1ccc(Br)cc1)c1cccs1	-11	6	1	-11	1	-3	0.8	11	96	23
CS(=O)(=O)N1CCN(C(=O)C2c3ccccc3Oc3ccccc32)CC1	18	-2	0.88	5	1.1	-8	0.8	-18	103	23
O=C(NCC(c1ccco1)N1CCCC1)c1ccc(Cl)cc1 (stereo not drawn)	-15	2	0.95	3	1	-5	0.9	15	106	11
COc1ccccc1CNC(=O)COc1ccccc1OC	-18	4	0.99	15	1	-2	0.9	18	104	9
Cc1ccc(-c2cc(-c3n[nH]c(=S)o3)c3ccccc3n2)cc1	-1	10	1.4	4	1	-1	0.8	1	99	24
CCN1C(=O)CC(N2CCC(Nc3ccc(OC)cc3)CC2)C1=O (stereo not drawn)	-10	8	1	8	1.1	-5	0.7	10	106	28
Cc1ccc(NC(=O)CSc2ncc(S(=O)(=O)c3ccccc3)c(=O)[nH]2)cc1C	-6	16	1.1	0	1	2	0.9	6	100	6

Exported with values under each structure: entries from further up.
Values in the order: APP transl inh | G6PDH counter | NF-kB neuron act | TLR4 MyD88 comp | FLuc stim CS | FLuc inh counter | Diaph act CS | APP 5'UTR act | STAT1 act | Diaph inh CS
Cc1ccc(S(=O)(=O)N(C)c2ccc(C(=O)O)cc2)cc1
→ -1 | 3 | 1.1 | 4 | 1 | -4 | 0.8 | 1 | 97 | 19
COc1ccc(-n2c(=O)c3ccccc3c3ccccc3c2=O)cc1
→ -11 | -8 | 0.98 | -2 | 1.1 | -6 | 0.8 | 11 | 96 | 15

(cont.)
SMILES	APP transl inh	G6PDH counter	NF-kB neuron act	TLR4 MyD88 comp	FLuc stim CS	FLuc inh counter	Diaph act CS	APP 5'UTR act	STAT1 act	Diaph inh CS
CCOc1cccc(-c2nnc3sc(COc4ccc(C)cc4)nn23)c1	10	2	0.96	-13	1.1	-10	0.8	-10	105	23
Cc1nc2ccccc2n1CCc1nc2c3ccccc3nc(SCC(=O)NCc3ccco3)n2n1	-7	-6	0.48	7	0.9	5	1.1	7	100	-8
S=C(NCCc1c[nH]c2ccccc12)NC1CCCCC1	-16	9	1.4	9	1	-2	0.8	16	104	17
CCOc1ccc2c(C)cc(=O)oc2c1OCC	-12	9	1.3	-1	1	-4	1.1	12	103	-9
CCN(CC)CC(O)COc1ccc2c(c1)OCO2 (stereo not drawn)	nt	-1	1.1	-1	1	-1	1	nt	104	1
Cc1ccc(S(=O)(=O)NC(=O)COc2ccccc2C)cc1	9	2	1.1	-8	1	0	0.9	-9	105	13
CCOC(=O)c1[nH]c(C)c(C(=O)OCC)c1C	-19	10	2	0	0.9	6	0.9	19	117	10
CC1(C)CC(=O)C2=C(C1)NC1=C(C(=O)c3ccccc31)C2c1cccnc1 (stereo not drawn)	7	8	0.92	-14	1	-1	0.7	-7	93	34
CNC(=O)c1ccccc1NC(=O)c1cccc(S(=O)(=O)N2CCC(C)CC2)c1	22	1	0.66	6	1	-1	0.8	-22	100	22
O=C(CCc1nc2ccccc2s1)Nc1ccccc1	1	2	0.97	9	1	-2	0.7	-1	96	29
O=C(CSc1nc2ccccc2c(=O)n1Cc1ccco1)N1CCCC1	-17	16	0.77	-2	1.1	-8	0.9	17	66	11
O=C(Nc1ccccc1NC(=O)C1CCCO1)c1ccco1 (stereo not drawn)	-13	8	1.1	-8	1	-5	0.8	13	100	21
CC(=O)c1c(C)[nH]c(C(=O)NC2=NCCS2)c1C	-21	-42	1.2	3	1	-3	0.9	21	106	6
CCOC(=O)C(C)(C)N(Cc1ccc(C)cc1)S(=O)(=O)c1ccc(Cl)c([N+](=O)[O-])c1	17	-3	0.72	-2	1	4	0.9	-17	101	5
Oc1sc(C=Nc2ccc(F)cc2)c2ccccc12	-118	-32	2	17	1	3	0.8	118	138*	18
COc1cccc(OC)c1C(=O)NC(=S)Nc1ccc(S(=O)(=O)Nc2nccs2)cc1	-8	7	1.4	7	1.1	-5	0.7	9	90	30
COCCn1c(SCC(=O)Nc2nnc(C)s2)nnc1-c1c[nH]c2ccccc12	-11	16	1.1	-2	1.1	-10	0.8	11	96	22
O=C(COc1ccccc1)N1CCN(S(=O)(=O)c2cccs2)CC1	12	1	0.8	-12	1	-5	0.9	-12	105	14
COc1ccc(NC(=O)C2CCN(c3cc(C)nc(-c4ccccc4)n3)CC2)cc1	-6	-4	1.1	1	1	-2	1	6	100	0
Cn1nnc(NC(=O)CSc2nnnn2-c2ccc(F)cc2)n1	-31	3	0.98	-11	1	-1	0.9	31	101	5
Cc1cc(NC(=O)c2ccccc2-c2ccccc2C(=O)O)no1	-43	7	1.2	-2	1	0	0.9	43	103	12
C/C(=C\C(=O)c1ccc(C)o1)Nc1ccc(C(=O)O)cc1C	10	-17	1	4	0.7	33	0.8	-10	95	20
CCCOc1ccc(N2C(=O)CC(N3CCN(CCN=CC4C(=O)CC(C)(C)CC4=O)CC3)C2=O)cc1 (stereo not drawn)	8	4	1.1	8	1	-2	1	-8	93	-2
CCOC(=O)C1=C(C)N=c2sc(=C(C)C)c(=O)n2C1c1ccc(N(C)C)cc1 (stereo not drawn)	-3	nt	nt	-6	nt	nt	nt	3	100	nt
Oc1ccc(Br)cc1/C=N/Nc1ncc(-c2ccccc2)cn1	4	7	1	4	1	-3	1	-4	92	-4
CC1CC(C)CN(C(=O)Cn2cc(C=O)c3ccccc32)C1 (stereo not drawn)	11	11	1.2	-7	1.1	-7	1.1	-11	101	-6
O=C(CSc1nc2ccccc2o1)NC1CCCC1	5	4	1.9	1	1	-2	0.8	-5	93	15
O=C(NCc1ccccc1)C1C(=O)N(Cc2ccccc2)C(=O)C1C1(O)CCCC1 (stereo not drawn)	-5	4	0.89	-5	1	-5	0.8	5	100	15
O=C(CSc1nc2nc[nH]c2c(=O)[nH]1)NC1CCCCC1	10	-6	1.2	3	1	-5	0.9	-9	92	14
Cc1nc2cc(C(F)(F)F)ccc2n1C1CCN(CC(=O)N2CCOCC2)CC1	-11	-5	1	8	1.1	-6	0.9	11	101	8
CCOC(=O)C(Cc1cc(C(C)=O)ccc1OCC)C(=O)OCC	28	-2	1.2	5	1	2	0.9	-28	94	7
O=C(CN1CCN(c2ccccc2F)CC1)Nc1ccc2c(c1)CCC2	-2	-7	2.2	-1	1	-2	0.9	3	108	11
COc1cc(NC(=S)NC(=O)c2ccc(F)cc2)ccc1NC(=O)c1ccco1	0	-2	1	-4	1.1	-7	0.9	0	109	13
c1coc(-c2nnc(-c3ccc4c(c3)OCO4)o2)c1	-88	-8	2.6	8	0.6	38	0.9	88	133*	10
NC(=O)CN(c1ccc(Cl)cc1)S(=O)(=O)c1ccccc1	1	5	1.1	-13	1	-2	0.9	-1	89	9
O=C(N/N=C/c1ccsc1)c1cc(-c2cccs2)nc2ccccc12	45	0	1.4	-5	0.9	5	0.9	-45	90	13
Cc1cc(C(=O)CSc2nnc(-c3ccco3)o2)c(C)n1CC1COc2ccccc2O1 (stereo not drawn)	17	0	0.62	0	1.1	-6	0.8	-17	99	21
CC1CCCCC1N1CN=C(Nc2nc3ccccc3s2)NC1 (stereo not drawn)	-8	5	0.98	-11	1	-4	0.9	8	95	6
O=C(Cc1ccccc1)N/N=C/c1ccc([N+](=O)[O-])s1	2	9	0.69	-9	1	1	1	-2	93	-2
Cc1ccc(S(=O)(=O)N2CCOCC2)cc1NC(=O)COC(=O)CNC(=O)c1ccc(Oc2ccccc2)cc1	-16	9	0.91	13	0.3	73*	0.8	16	100	22
COc1ccc(S(=O)(=O)N(C)C)cc1NC(=O)CSc1ncccn1	3	-1	1.4	11	1	-4	1	-3	104	-1
CC(CN1CCN(C)CC1)OC(=O)c1ccccc1 (stereo not drawn)	0	8	1.1	3	1.1	-6	0.9	0	99	9
NC(=O)N1CC(O)CC1C(=O)Nc1ccc(Cl)c(Cl)c1 (stereo not drawn)	-6	nt	1.1	-6	nt	nt	nt	6	95	nt

Arranged by the number under APP transl inh (smallest number first): 4 of the compounds above.
Compound | APP transl inh
Cc1cc(NC(=O)c2ccccc2-c2ccccc2C(=O)O)no1 | -43
NC(=O)N1CC(O)CC1C(=O)Nc1ccc(Cl)c(Cl)c1 (stereo not drawn) | -6
CCOC(=O)C1=C(C)N=c2sc(=C(C)C)c(=O)n2C1c1ccc(N(C)C)cc1 (stereo not drawn) | -3
O=C(CN1CCN(c2ccccc2F)CC1)Nc1ccc2c(c1)CCC2 | -2
